Screens from PubChem BioAssay.
FAS TE block – FAS thioesterase domain inhibitors, primary screen, biochemical, fluorescence intensity, uHTS | recombinant FAS-TE, OMFH fluorogenic substrate, fluorescence endpoint | inhibition, % at 15 µM | Fatty acid synthase (Homo sapiens), P49327 | hit rate 0.67% among 360,000;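 active means compounds whose normalised, plate-corrected inhibition of enzyme fluorescence in the single-dose primary screen is 50% or more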;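 further: 0% = DMSO with enzyme and 100% = substrate without enzyme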
eLon inh – inhibitors of E. coli Lon protease, primary screen, biochemical, fluorescence polarization. inhibition, % at 7.94 µM. purified E. coli Lon protease. P0A9M0. hit rate 0.42% among 360,000; in the data active means inhibition above about 13%, passing the limit was not always enough;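 further: 0% = enzyme with probe and DMSO and 100% = no enzyme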
bovine MsrA act – bovine MsrA enzyme activators, primary screen, biochemical, absorbance, HTS | Methionine sulfoxide reductase A (Bos taurus) | purified bovine MsrA, absorbance read-out | activation, % at 10.6 µM | hit rate 0.3% among 360,000; in the data active means activation above about 7.5%;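 further: 0% = vehicle and 100% = reference activator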
MsrA inhibitor – bovine MsrA enzyme inhibitors, primary screen, biochemical, absorbance, HTS. Methionine sulfoxide reductase A (Bos taurus). purified bovine MsrA, absorbance read-out. inhibition, % at 15.5 µM. hit rate 0.75% among 360,000. AID 651718, 2012; in the data active means inhibition above about 4.5%;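 further: 0% = vehicle wells with enzyme and 100% = reference inhibitor wells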
Tb MetRS inh – T. brucei MetRS inhibitors, primary screen, biochemical, luminescence. methionyl-tRNA synthetase (Trypanosoma brucei brucei). purified T. brucei MetRS, ATP depletion, Kinase-Glo luminescence. inhibition, % at 11.9 µM. hit rate 0.4% among 360,000;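 active means inhibition above a per-plate cutoff of the control wells' mean inhibition plus 3 SD, cut at about 5.5% in these data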;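 further: 0% = DMSO wells median and 100% = median of wells with control inhibitor compound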
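Material – parasite MetRS enzyme · Medium – HEPES-MgCl2-KCl buffer plus DTT, spermine, BSA, pyrophosphatase · Reagent – ATP, methionine and E. coli bulk tRNA substrates · Times – 15 min enzyme-compound preincubation, 2 h reaction, 10 min detection, 25 °C · Measured by – luminescence of leftover ATP · Evaluation – percent inhibition relative to median high and low control wells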
NRP1-CendR mod – modulators of CendR peptide binding to NRP-1, primary screen, biochemical, fluorescence polarization, uHTS. Neuropilin-1 (Homo sapiens), O14786. FAM-RPARPAR peptide binding to NRP-1. inhibition, % at 25 µM. hit rate 0.85% among 360,000. AID 602438, 2012;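 active means inhibition or corrected inhibition above about 18%, plus a signal ratio from 0.5 to 1.5, limit read from the data, passing the limit was not always enough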; further: strong numbers were not always called active
Target sequence (O14786 whole entry, looked up): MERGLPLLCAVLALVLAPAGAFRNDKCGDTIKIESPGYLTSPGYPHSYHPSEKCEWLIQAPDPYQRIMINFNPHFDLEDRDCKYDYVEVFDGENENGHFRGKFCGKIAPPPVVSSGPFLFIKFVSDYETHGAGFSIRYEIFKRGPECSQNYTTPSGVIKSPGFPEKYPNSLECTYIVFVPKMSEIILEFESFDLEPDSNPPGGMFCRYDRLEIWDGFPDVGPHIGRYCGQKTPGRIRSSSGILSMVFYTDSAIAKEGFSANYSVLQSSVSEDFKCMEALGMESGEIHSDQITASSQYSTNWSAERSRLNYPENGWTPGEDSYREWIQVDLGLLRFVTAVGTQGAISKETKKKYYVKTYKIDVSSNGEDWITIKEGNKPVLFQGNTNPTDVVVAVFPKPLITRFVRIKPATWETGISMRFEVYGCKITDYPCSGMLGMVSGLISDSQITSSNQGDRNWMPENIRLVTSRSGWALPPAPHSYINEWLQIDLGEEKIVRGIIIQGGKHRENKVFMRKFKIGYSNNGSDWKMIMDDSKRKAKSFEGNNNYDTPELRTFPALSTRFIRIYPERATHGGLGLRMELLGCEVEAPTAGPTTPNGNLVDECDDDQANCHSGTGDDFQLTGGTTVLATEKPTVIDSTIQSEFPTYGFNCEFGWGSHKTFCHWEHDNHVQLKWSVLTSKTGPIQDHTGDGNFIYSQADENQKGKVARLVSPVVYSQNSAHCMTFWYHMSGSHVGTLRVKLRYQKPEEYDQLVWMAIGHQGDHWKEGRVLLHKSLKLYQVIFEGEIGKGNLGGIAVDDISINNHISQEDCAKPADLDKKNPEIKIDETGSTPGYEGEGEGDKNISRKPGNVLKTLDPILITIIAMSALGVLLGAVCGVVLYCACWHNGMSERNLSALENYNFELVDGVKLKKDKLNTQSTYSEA
SKN-1 inh – suppressors of acrylamide-induced Pgst-4::GFP reporter in worms, primary screen, SKN-1 inhibitor project, whole organism, uHTS, GFP/RFP fluorescence ratio, strain VP596; C. elegans VP596 Pgst-4::GFP/RFP ratio, 24 h; inhibition, % at 21.8 µM; hit rate 0.49% among 360,000; AID 624304, 2012;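 active means interference check ratio from 0.5 to 1.5 plus GFP to RFP signal ratio inhibition reaching or exceeding a fixed threshold, cut at about 30% in these data, passing the limit was not always enough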; further: some compounds called inactive have numbers as strong as hits
MLLE-PAM2 inh – inhibitors of PABP1 MLLE–PAM2 peptide binding, primary screen, biochemical, fluorescence polarization, FITC-PAM2, GST-MLLE | inhibition, % at 20 µM | AID 588489, 2011 | hit rate 0.36% among 360,000 | Polyadenylate-binding protein 1 (Homo sapiens), P11940; in the data active means inhibition above about 35%, passing the limit was not always enough;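 further: plate controls were DMSO wells with GST-MLLE for no effect and wells lacking GST-MLLE protein for full effect; some results filed as inactive read as strong as hits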
MT1-MMP act inh – blockers of MT1-MMP proenzyme processing, primary screen, HT1080 RFP-PRO-GFP cells, GFP/RFP fluorescence. GFP/RFP ratio fluorescence, overnight; percent of plate control window, DMSO zero. GFP/RFP ratio change, % at 20 µM. hit rate 0.061% among 360,000;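 active means GFP/RFP ratio change of at least 30% with cell ATP level not reduced by more than half and red fluorescence within 50% of control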; further: strong numbers were not always called active
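Material: RFP-PRO-GFP reporter HT1080 cells. Dosing: single-point 20 µM compound, 1% DMSO. Controls: DMSO and RFP-L50D-GFP cell wells. Timing: cells overnight before dosing, compound overnight, 37 °C, 5% CO2. Measure: GFP/RFP fluorescence ratio.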
* = called active by the depositor; x = no result given. Compounds as they come; 4% or so of the library scored in one or more.

SMILES | FAS TE block | eLon inh | bovine MsrA act | MsrA inhibitor | Tb MetRS inh | NRP1-CendR mod | SKN-1 inh | MLLE-PAM2 inh | MT1-MMP act inh
CC(=O)OC1OCCOC1NC(=S)NCc1ccco1 (stereo not given) | -2 | -3 | -7 | -0.3 | -0.7 | -4 | -1 | -3 | -3
Cn1nc(C(=O)NCCc2ccc(Cl)cc2)c2c1-c1ccccc1S(=O)(=O)C2 | 16 | -10 | -1 | -0.7 | 0.7 | -2 | -1 | 21 | 0
CCOc1ncccc1C(=O)NCc1cccc(OC)c1 | -11 | -1 | -4 | -0.8 | -0.3 | -3 | 4 | 6 | 9
COc1ccc(CCNC(=O)CSc2ncc(C(=O)Nc3ccccc3)c(=O)n2C)cc1 | -4 | 5 | -2 | -0.4 | -0.2 | 8 | 16 | -3 | -1
CCN(CC)S(=O)(=O)c1cc(C(=O)Nc2cc(C)on2)ccc1Cl | -1 | 3 | -11 | 1.6 | -0.6 | -4 | 0 | -4 | 2
CCOc1ccc(N(CC(=O)NCc2ccccc2Cl)S(=O)(=O)c2c(C)[nH]c(=O)[nH]c2=O)cc1 | 0 | 9 | -3 | -0.1 | -0.5 | 6 | 7 | 6 | 0
Cc1ccn(CCC(=O)N2CCCC(CCC(=O)NCc3ccc(F)c(F)c3)C2)n1 (stereo not given) | -1 | 6 | -1 | 1.7 | 0.4 | 2 | 8 | 12 | -4
Cc1ccc(NC(=O)c2cc(N(C)C)ccc2[P+](=O)O)cc1 | -7 | -2 | -3 | -0.2 | 0.3 | -4 | 3 | -1 | 3
NC(=O)Nn1c(CCC(=O)O)ccc1-c1ccc(Br)cc1 | -7 | 2 | -4 | 1.4 | 0.5 | -14 | 15 | 1 | -1
Cc1cccc(-n2nnnc2-c2cnccc2C(F)(F)F)c1C | 0 | 1 | -3 | 0.2 | 0.1 | 13 | -2 | 20 | 0
CCCS(=O)(=O)N1CCC(C(=O)NCc2ccc3c(c2)OCO3)CC1 | -3 | -7 | -1 | -0.5 | 0.5 | -2 | -5 | 6 | -2
O=c1[nH]c(=O)n(-c2ccccc2)c2c1C(C(F)(F)F)(C(F)(F)F)N=C(CCC1CCCCC1)N2 | -4 | 5 | -5 | -0.1 | 0.0 | 0 | 4 | 7 | -19
COc1cc2ccccc2cc1C(=O)NCc1ccncc1 | -6 | -2 | -4 | 0.6 | -0.7 | 12 | -1 | 5 | 3
N#C/C(=C\c1cn(-c2ccccc2)nc1-c1ccccc1)S(=O)(=O)c1ccccc1 | -2 | -3 | -5 | -0.5 | -0.9 | -3 | 2 | -15 | 0
COc1cccc(NC(=O)CSc2ccc(-c3ccco3)nn2)c1 | -3 | -3 | -4 | 0.7 | 0.6 | 4 | 9 | 26 | 0
COc1cccc(C(=O)NCC(c2cccnc2)N2CCN(c3ccccc3OC)CC2)c1 (stereo not given) | -3 | -3 | -1 | x | -0.1 | 1 | -3 | 5 | -3
CCOc1ccc(S(=O)(=O)NCc2ccc3c(c2)OCO3)cc1 | 5 | -7 | -9 | -0.1 | -0.2 | -5 | -1 | -19 | 3
Cc1cc(C(=O)CN2C(=O)C(=O)N(Cc3ccccc3)C2=O)c(C)n1CC1COc2ccccc2O1 (stereo not given) | 20 | -2 | -6 | 2.1 | 0.0 | -4 | 11 | -23 | -6
NC(=O)N/N=C/c1c(F)c(F)c(F)c(F)c1F | 4 | 4 | -3 | 0.3 | 0.2 | 7 | 7 | 9 | -2
NC(CCc1ccccc1)c1csc(Nc2ccc(C(F)(F)F)cn2)n1 (stereo not given) | -11 | 17 | -6 | -0.5 | -0.5 | 10 | 5 | -14 | -8
CCOC(=O)C(=C1Nc2ccccc2N1)n1c(-c2cnccn2)nc2ccccc21 | -14 | -6 | -5 | 1.7 | -0.4 | -2 | 7 | x | 0
Cc1ccc(C(=O)N2CCN(c3ccc4c(c3)C3CC4CCN3C(=O)OCc3ccccc3)CC2)cc1 (stereo not given) | 12 | 4 | -1 | -0.5 | 0.4 | -3 | 9 | -8 | -1
O=C(C1CCC(=O)N1Cc1ccccc1Cl)N1CCN(c2ccc(F)cc2)CC1 (stereo not given) | -7 | 2 | 1 | 1.1 | -0.6 | -2 | 4 | 9 | 1
COC(=O)c1cc2ccsc2n1CC(=O)N(C)C1CCCCC1 | -4 | 5 | 0 | -0.4 | 0.6 | 6 | 4 | 10 | 3
CC(C)(C)OC(=O)N1CCC(c2cc(=O)n3[nH]cc(C(=O)Nc4ccc(F)c(Cl)c4)c3n2)CC1 | 77* | -5 | 1 | 1.5 | -0.4 | -13 | -1 | 0 | 0
O=c1[nH]cnc(O)c1C(c1ccc(Br)cc1)c1c(O)nc[nH]c1=O | -9 | -3 | -4 | -0.4 | -0.3 | -14 | -5 | -8 | -7
Cc1cc(C)c2sc(NC(=O)C3CC3)nc2c1 | -1 | -5 | -2 | 1.0 | 0.5 | -9 | 3 | -5 | -1
CC(=O)c1c(C)nc(-c2ccc(Cl)cc2)nc1NC(=O)C(C)C | 2 | -5 | 1 | 0.1 | -1.5 | -10 | 22 | 1 | 5
O=c1oc2cc(OCCO)ccc2c2c1CCCC2 | -4 | 5 | -3 | 1.2 | -0.4 | -6 | 14 | -5 | -1
Cc1c(CN(C)C(=O)c2sc3cc(Cl)ccc3c2Cl)cnn1C | 1 | 1 | -1 | -0.1 | 0.1 | 3 | 23 | 8 | -3
O=C(Cn1cnc2ccccc2c1=O)Nc1cccc(-c2nnc3n2CCCCC3)c1 | -14 | 9 | -3 | -0.7 | -0.4 | 0 | 15 | -2 | 4
COc1ccc2c(c1)N(C[C@H](C)CN(C)C)c1ccccc1S2 | 5 | -2 | 0 | 1.3 | -0.3 | -1 | 10 | -8 | -6
COC(=O)CN1C(=O)NC2(CCCc3ccccc32)C1=O (stereo not given) | -5 | -6 | -3 | 0.2 | -0.9 | 0 | 13 | -3 | -4
CC(C)c1ccc(-c2cc(C(=O)N3N=C(C(F)F)CC3(O)C(F)F)c3ccccc3n2)cc1 (stereo not given) | 38 | 2 | -4 | 1.4 | 1.2 | -8 | -4 | -10 | 4
CCOC(=O)C1=C(C)N=C2SCCC(=O)N2[C@@H]1c1cccs1 | -3 | 5 | -5 | 3.0 | 0.1 | 0 | 0 | -133 | 2
CSC1=NC(C)(C)C=C(/C=C/c2c(Cl)cccc2Cl)N1 | 6 | -11 | -9 | 1.2 | -0.6 | 12 | 7 | -13 | -1
CN(C)S(=O)(=O)c1ccc(NS(=O)(=O)/C=C/c2ccccc2)cc1 | -4 | -5 | 0 | 1.0 | 0.1 | -4 | -3 | -16 | 1
O=C(NCCCNC(=O)c1ccco1)c1ccco1 | -12 | 9 | -5 | -1.1 | -0.4 | 3 | 16 | -10 | -2
Cc1cc(C(=O)COC(=O)Cc2n[nH]c(=O)c3ccccc23)c(C)n1-c1cccc(C(F)(F)F)c1 | 12 | 4 | -1 | -0.4 | -0.2 | 4 | 19 | -29 | 0
CCOc1ccc2nc3sc(C(=O)N4CCN(C)CC4)c(N)c3cc2c1 | -5 | -4 | -1 | 0.8 | 0.1 | -8 | -5 | 4 | -3
CNc1ccc2ncc(-c3ccccc3NC(C)=O)n2n1 | -9 | -2 | -5 | 1.8 | -0.1 | 0 | 3 | -7 | -3
CC(=O)Nc1ccc(NC(=O)c2cc(S(=O)(=O)N3CCCCC3)ccc2N2CCOCC2)cc1 | -6 | 5 | -4 | 0.4 | -0.5 | 14 | -4 | 3 | 0
COc1ccccc1C(=O)NCCC(=O)N1CCN(c2ccccc2O)CC1 | -5 | -5 | -6 | 0.6 | -0.7 | 1 | 7 | -4 | -1
COc1ccc(S(=O)(=O)N2CCOCC2)cc1OC | -11 | -6 | 1 | -1.1 | -0.3 | 8 | 5 | -4 | -1
CCCCOCCCNC(=O)C[C@@H]1C[C@@]2(C(=O)OCC)CCCC=C2N(Cc2ccco2)C1=O | -4 | -6 | 0 | -0.4 | -0.3 | -15 | -4 | x | 7

Compounds from the list above with a furan ring, fused or not, in the order listed:
SMILES | FAS TE block | eLon inh | bovine MsrA act | MsrA inhibitor | Tb MetRS inh | NRP1-CendR mod | SKN-1 inh | MLLE-PAM2 inh | MT1-MMP act inh
CC(=O)OC1OCCOC1NC(=S)NCc1ccco1 (stereo not given) | -2 | -3 | -7 | -0.3 | -0.7 | -4 | -1 | -3 | -3
COc1cccc(NC(=O)CSc2ccc(-c3ccco3)nn2)c1 | -3 | -3 | -4 | 0.7 | 0.6 | 4 | 9 | 26 | 0
O=C(NCCCNC(=O)c1ccco1)c1ccco1 | -12 | 9 | -5 | -1.1 | -0.4 | 3 | 16 | -10 | -2
CCCCOCCCNC(=O)C[C@@H]1C[C@@]2(C(=O)OCC)CCCC=C2N(Cc2ccco2)C1=O | -4 | -6 | 0 | -0.4 | -0.3 | -15 | -4 | x | 7

Following part
SMILES | FAS TE block | eLon inh | bovine MsrA act | MsrA inhibitor | Tb MetRS inh | NRP1-CendR mod | SKN-1 inh | MLLE-PAM2 inh | MT1-MMP act inh
CCCS(=O)(=O)c1ncc(Cl)c(C(=O)Nc2ccc(S(=O)(=O)Nc3ncccn3)cc2)n1 | -5 | 5 | -2 | 1.9 | 0.1 | -2 | -6 | 11 | 0
COc1cc(-c2nnc(COC(=O)C3c4ccccc4Oc4ccccc43)o2)cc(OC)c1OC | 10 | -5 | -2 | -0.3 | 0.4 | 5 | -1 | 5 | 0
CC(=O)N1CCN(C(=O)c2cccc(S(=O)(=O)N3CCN(c4ccc(F)cc4)CC3)c2)CC1 | -3 | -14 | -4 | -1.4 | -0.5 | 2 | 3 | 17 | -1
CC(C)CNC(=O)c1cc([N+](=O)[O-])ccc1N1CCOCC1 | -3 | 1 | -4 | 1.5 | 0.2 | -4 | 2 | 4 | -1
O=c1cc(CO)oc2ccccc12 | -10 | 2 | -4 | 0.0 | -0.1 | 12 | -25 | 7 | -3
CCC(OC(=O)c1nsc(Cl)c1Cl)C(=O)NCCOC (stereo not given) | -2 | -3 | -2 | -0.2 | 0.6 | 7 | 10 | -72 | -4
Nc1nc2ccccc2n1/N=C/c1ccc2c(c1)OCO2 | -2 | 4 | -8 | 19* | 0.0 | -2 | 1 | 11 | 8
